Screens from PubChem BioAssay.
RAD54 inh: inhibitors of human RAD54 branch migration, primary screen, biochemical, fluorescence, single point; RAD54 Holliday junction branch migration, FAM/BHQ fluorescence; inhibition, % at 10.4 µM; 360,000 compounds, 0.14% hits; AID 602329, 2012;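 active means mean normalized replicate activity at least 40 and at least half of replicates scoring 40 or more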;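 further: 0% = median of neutral control wells and 100% = median of positive control wells; inhibitors cause a drop in the FAM fluorescence signal; in these data hits start at about 50%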
EWS-Fli inh: EWS/Fli-driven NR0B1 reporter inhibitors, primary screen, A673 cells, NR0B1 luciferase, luminescence, MLPCN library; viability-normalised; inhibition, % at 12.6 µM; 350,000 compounds, 0.67% hits; AID 651661, 2012;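 active means mean inhibition of at least 50% after viability correction, with every replicate also passing that limit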;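 further: firefly luciferase signal divided by Alamar Blue viability fluorescence both relative to DMSO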
Xi reactivation: activators of inactive X chromosome reactivation, primary screen, imaging, XiGFP fibroblasts, GFP high-content imaging, set 2; XiGFP mouse fibroblasts, % GFP-positive cells imaging, 3 d; cells co-treated with 5-aza-dC sensitizer; scaled so ellipticine positive control = 100%; AID 743238, 2013; activation, % at 7.58 µM; 360,000 compounds, 0.055% hits;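 active means mean normalized replicate activation at least 10% and every replicate at or above 10%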;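 further: 0% = median of on-plate neutral control wells and 100% = ellipticine 6 µM median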
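Assay system – SV40-immortalized XiGFP fibroblast cells, line 68-5-11 · Buffer or medium – DMEM supplemented with 5-aza-dC as sensitizing agent · Dosing – one concentration, pinned · Benchmarks – positive control ellipticine, 6 µM final · Times – 3 days compound exposure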
esBAF inh: Bmi1 luciferase reporter increase in mESCs, primary screen, esBAF inhibitor project, mouse ES cells, Bmi1 luciferase knock-in, single point; reporter increase, % at 12.5 µM; 24 h; 100% = twice the neutral-well signal; 350,000 compounds, 2% hits; in the data active means activation above about 40%;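 further: 0% = median of the plate's neutral control wells and 100% = double that signal; a rise in the Bmi1 reporter signal indicates esBAF inhibition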
FN deposit inh: inhibitors of fibronectin matrix deposition, primary screen, AH1F cells, Alexa488-fibronectin fluorescence, plate reader. AH1F fibroblasts, overnight. inhibition, % at 12.6 µM. 350,000 compounds, 0.086% hits. AID 743247, 2014;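 active means mean inhibition across replicates of 30% or more, regardless of how many single replicates reach that level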;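 further: positive control wells lacked labelled fibronectin entirely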
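Test system: AH1F fibroblast monolayer depositing Alexa488-labelled fibronectin into matrix. Input: 10000 cells per well. Technique: fluorescence, ex 485 nm, em 525 nm. Buffer or medium: DMEM plus 2% serum, read in PBS. Timing: 1 h cell adhesion before compound, then overnight fibronectin incubation. Compound: single dose, pinned. Read-out basis: inhibition from reduced deposited-fibronectin fluorescence.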
RAD52 anneal inh: RAD52 DNA annealing inhibitors, primary screen, biochemical, FRET, single point, set 2; recombinant RAD52 DNA annealing, FRET fluorescence; DNA repair protein RAD52 homolog (Homo sapiens), P43351; inhibition, % at 18.7 µM; 360,000 compounds, 0.46% hits;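 active means every replicate showing at least 50% inhibition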
Target sequence (P43351 whole entry, looked up): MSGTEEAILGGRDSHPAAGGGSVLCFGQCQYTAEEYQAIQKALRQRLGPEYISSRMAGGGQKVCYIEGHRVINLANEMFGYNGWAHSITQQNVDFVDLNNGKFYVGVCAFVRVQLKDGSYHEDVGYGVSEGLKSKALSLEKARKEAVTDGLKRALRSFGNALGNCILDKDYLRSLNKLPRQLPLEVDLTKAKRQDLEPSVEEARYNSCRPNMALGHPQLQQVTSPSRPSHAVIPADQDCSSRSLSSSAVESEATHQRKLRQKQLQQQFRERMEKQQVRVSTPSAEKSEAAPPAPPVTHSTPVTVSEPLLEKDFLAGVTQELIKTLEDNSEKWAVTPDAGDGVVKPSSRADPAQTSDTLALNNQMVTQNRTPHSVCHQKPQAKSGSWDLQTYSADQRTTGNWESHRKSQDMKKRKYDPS
S100A4 MyoIIA: inhibitors of S100A4-myosin IIA peptide binding, primary screen, biochemical, fluorescence polarization, TAMRA-MyoIIA peptide. Protein S100-A4 (Homo sapiens), P26447. inhibition, % at 10.7 µM. 360,000 compounds, 0.14% hits;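 active means mean inhibition of at least 70% across replicates, with every replicate also reaching that level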
Target sequence (P26447 whole entry, looked up): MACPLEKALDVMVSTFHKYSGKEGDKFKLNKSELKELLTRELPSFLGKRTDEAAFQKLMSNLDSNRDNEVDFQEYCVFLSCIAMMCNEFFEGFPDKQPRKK
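Compound dosing: one dose per compound; test system: human S100A4 monomer with TAMRA-labelled myosin IIA peptide; probe or stimulus: TAMRA-labelled myosin IIA heavy-chain peptide probe, 5 nM; medium: HEPES buffer with Ca2+, pH 7.2; schedule: 5 min incubation before reading; benchmarks: neutral control DMSO, positive control TFP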
E-selectin induc: E-selectin induction in HUVECs, primary screen, imaging, HUVEC, immunofluorescence imaging, single point; normalized: neutral wells 0, TNF-alpha wells 100; activation, % at 7.58 µM; P16581; 260,000 compounds, 0.37% hits;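 active means mean E-selectin-positive cell signal at least 10% of the positive control, reached in at least 60% of replicates, without over 20% cell loss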;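 further: in these data hits start at about 27%; measured in HUVEC primary endothelial cells; signal is the percent of cells scored E-selectin positive by PE staining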
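System: HUVEC / Compound: single concentration / Signal: immunofluorescence imaging / Read-out: percent E-selectin-positive cells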
An asterisk follows results filed as active; · = no result given.

SMILES	RAD54 inh	EWS-Fli inh	Xi reactivation	esBAF inh	FN deposit inh	RAD52 anneal inh	S100A4 MyoIIA	E-selectin induc
O=C(CCN1CCCCO1)N1CCCC(Nc2ccc(F)cc2)C1 (stereo unspecified)	-1	-2	0.0	0	-1	-13	3	0.8
CC(C)CC#Cc1ccc2c(c1)O[C@@H](CN(C)C(=O)C1CCCCC1)[C@H](C)CN([C@H](C)CO)S2(=O)=O	-1	15	0.4	0	-22	-3	9	-0.9
C[C@H]1CN([C@@H](C)CO)C(=O)c2cccc(NC(=O)NC3CCCCC3)c2O[C@H]1CN(C)Cc1ccc(-c2ccccc2)cc1	-4	17	-1.1	3	-7	1	-3	2.4
Cc1ccc(S(=O)(=O)Nc2ccc3c(c2)CC(=O)N([C@H](C)CO)C[C@H](C)[C@@H](CN(C)S(=O)(=O)c2c(C)noc2C)O3)cc1	3	4	-0.8	1	·	10	-2	-0.5
CN1CCN(C(=O)c2cnn(-c3ccccc3)c2NC(=O)c2ccccc2Cl)CC1	-2	·	-0.1	0	4	-16	-5	-0.2
CCC[C@@H](CN1CCC[C@H]1CN1C(N)=NC[C@@H]1Cc1ccccc1)N1C[C@@H](Cc2ccccc2)N(CCc2ccc(Cl)c(Cl)c2)C1=N	19	4	-0.1	-22	0	56*	0	0.2
CO/N=C\c1cc(C(=O)c2ccc(Cl)cc2Cl)cn1C	·	-1	0.3	·	1	-4	4	·
O=C(C[C@@H]1CC[C@H]2[C@@H](COC[C@@H](O)CN2C(=O)Nc2ccc(F)cc2)O1)NCCCN1CCOCC1	-3	-5	0.0	-1	1	-2	-4	-0.1
CCOC(=O)C1CCN(C(=O)c2cc(COc3ccc(OC)c4ccccc34)on2)CC1	12	·	0.0	57*	-1	-1	-7	·
N/C(=N\OC(=O)c1ccccc1)c1ccncc1	·	-95	0.0	-3	-9	-6	-4	-0.9
CCN(CCn1cccn1)C(=O)c1ccc2nc(Cc3ccc(OC)cc3)oc2c1	10	-19	0.0	8	-1	-11	0	0.1
Cc1ccc(Cl)cc1NC(=O)c1ccc(Cn2cc(Cl)cn2)cc1	·	-1	-0.1	·	·	-4	3	·
COc1cccc(-c2noc(CCC(=O)NCCc3ccccc3)n2)c1	-2	9	0.1	-69	-1	-15	4	-0.2
COc1ccc(CC(=O)NCc2nnc(SCC(=O)Nc3ncc(C)s3)n2C)cc1	·	3	-0.1	·	-11	-11	-8	-0.2
COc1cccc(Cn2nnc(C(=O)NCCc3ccc(Cl)cc3)c2N)c1	5	5	0.0	-1	-8	-5	-4	0.2
COC(=O)CSc1[nH]c2ccccc2c1[N+](=O)[O-]	·	42	0.0	·	4	-5	5	-0.1
CCOc1cc(C2NC(=O)NC(O)(C(F)(F)F)C2C(=O)c2ccc(Cl)cc2)ccc1O (stereo unspecified)	-1	-1	·	-3	·	-10	0	·
CCS(=O)(=O)c1ccc(C(=O)NC)c(Cl)c1Cl	·	7	-0.2	·	-1	-20	-3	1.0
Cc1nc(NCc2ccccn2)c2c3c(sc2n1)CCCC3	·	12	-0.1	·	-6	3	-9	0.1
Cn1c2ccccc2c2n[nH]c(=O)nc21	·	-2	0.0	·	·	-9	-5	·
Cc1ccc2[nH]c(CSc3ccccc3)cc(=O)c2c1	-5	-21	0.3	16	1	-6	-4	·
C[C@@H]1CCCCO[C@@H](CN(C)C(=O)Nc2cccc3ccccc23)[C@H](C)CN([C@@H](C)CO)C(=O)c2cc(NS(=O)(=O)c3cn(C)cn3)ccc2O1	-17	19	0.2	8	·	·	·	0.0
O=C(Nc1ccc(F)cc1)c1cc2c(s1)CCCC2	1	-90	0.0	·	-3	-12	-3	·
C[C@@H]1CN([C@@H](C)CO)C(=O)c2cc(NC(=O)CCCN(C)C)ccc2O[C@@H](C)CCCCO[C@@H]1CN(C)S(=O)(=O)c1ccc(F)cc1	11	-2	0.2	-4	-8	16	2	-0.3
Cc1ccc(S(=O)(=O)N2CCCN(C(=O)OC(C)(C)C)CC2)cc1	-1	-6	0.1	-16	-9	-8	-8	0.0
CCCNC(=O)C[C@@H]1C[C@@H]2c3cc(NS(=O)(=O)c4cccc(OC)c4)ccc3O[C@@H]2[C@H](CO)O1	16	-1	-0.1	1	-9	-7	-1	-0.5
CN(C)C(=O)c1cccc(-c2ccc3c(c2)[C@H]2[C@H](CCN2S(=O)(=O)c2ccccc2)[C@@H](CO)N3)c1	3	18	-0.1	8	2	11	3	-0.1
COc1cc(CNCCO)cc(Cl)c1OCc1ccccc1Cl	·	15	0.2	·	-5	21	1	-0.5
Cc1ccc(C=NNC(=O)c2cc(-c3cccnc3)nc3ccccc23)o1	-7	15	0.4	-10	-5	-15	-4	0.2
COCCCNC(=O)c1ccc(N(C)S(C)(=O)=O)cc1	8	·	·	10	-3	-28	26	·
C[C@H]1CN([C@@H](C)CO)C(=O)c2cccc(NS(=O)(=O)c3cn(C)cn3)c2O[C@H]1CN(C)Cc1ccc(C(=O)Nc2ccccc2N)cc1	·	31	-0.1	·	-7	21	-78	·
O=C(c1cccnc1)N1C[C@@H]2[C@H](c3ccccc31)[C@H](CO)N2C(=O)C1CCOCC1	5	-8	-0.1	0	·	5	5	-0.2
COc1ccc(CCn2c(-c3ccc(OC)cc3)nc3c(c(=O)c4ccccc4n3C)c2=O)cc1	·	14	0.1	·	7	-13	0	-0.2
COCCN(C(=O)c1ccccc1F)c1nc(-c2ccc(OC)cc2)cs1	8	-34	0.1	24	0	-9	-2	0.2
Cc1nc(SCC(=O)NC(=O)NC(C)C)nc(C)c1C	·	3	0.1	·	·	6	-5	·
CCOc1ccc(NC(=O)CCNC(=O)c2ccc(Br)cc2)cc1	6	-68	0.0	37	-2	2	2	·
CN1CCC(=NNc2ncnc3sc4c(c23)CCCC4)CC1	6	15	0.6	-1	-13	9	-2	-0.4
CCOCCCNC(=O)Cn1cc2c(n1)-c1c(oc(C(=O)N3CCCC3)c1C)CC2	20	-22	0.0	6	-2	-22	1	-0.1
C[C@@H]1CN([C@H](C)CO)C(=O)c2cc(C#Cc3ccccn3)cnc2O[C@H]1CN(C)Cc1cccnc1	-2	-1	-0.5	4	·	-40	17	0.0
COc1ccc(NC(=O)Cn2nnc(C(=O)NCc3ccco3)c2N)cc1	8	-1	0.1	-1	-42	-17	-1	·
O=C(O)c1ccc2c(c1)S(=O)(=O)c1cc(N3CCN(c4cnccn4)CC3)ccc1C2=O	-27	-2	0.4	7	-6	-57	1	4.0
CCC(=O)N1C[C@@H](C)[C@H](OC)CN(C)C(=O)c2cc(NC(=O)NC(C)C)ccc2OC[C@H]1C	-2	-1	0.7	0	0	5	3	-0.2
O=C(/C=C/c1cccc(Cl)c1Cl)OCC(=O)N1CCOCC1	0	6	0.1	3	3	-14	-10	·
C/C=C/c1ccc([C@@H]2[C@@H](CO)N3CCCCN(C(=O)Nc4ccc(OC)cc4)C[C@@H]23)cc1	-3	-3	0.0	·	·	-6	12	-0.4
COCC(=O)N1CC[C@@H]2[C@H]1c1cc(-c3ccc(F)cc3)ccc1N(C)[C@@H]2CO	1	-4	0.3	3	-9	-46	-2	0.9
CCCNC(=O)[C@@H]1[C@@H](CO)[C@@H]2Cn3c(ccc(-c4cccc(F)c4)c3=O)[C@@H]2N1C(=O)CC	-2	0	0.0	3	·	-8	-1	-0.1
CCC(=O)Nc1ccc2c(c1)C(=O)N(C)C[C@@H](OC)[C@H](C)CN(Cc1ccc(-c3ccccn3)cc1)[C@H](C)CO2	0	-7	0.2	11	-4	11	-15	0.0
CCc1nc2ccc(C(=O)NCCc3ccccn3)cn2c1N(C)Cc1cccs1	0	-5	0.0	0	-1	-5	1	-0.2

Complete entries from above.
CN1CCC(=NNc2ncnc3sc4c(c23)CCCC4)CC1 reads RAD54 inh: 6; EWS-Fli inh: 15; Xi reactivation: 0.6; esBAF inh: -1; FN deposit inh: -13; RAD52 anneal inh: 9; S100A4 MyoIIA: -2; E-selectin induc: -0.4
CCOCCCNC(=O)Cn1cc2c(n1)-c1c(oc(C(=O)N3CCCC3)c1C)CC2 reads RAD54 inh: 20; EWS-Fli inh: -22; Xi reactivation: 0.0; esBAF inh: 6; FN deposit inh: -2; RAD52 anneal inh: -22; S100A4 MyoIIA: 1; E-selectin induc: -0.1
C/C=C/c1ccc([C@@H]2[C@@H](CO)N3CCCCN(C(=O)Nc4ccc(OC)cc4)C[C@@H]23)cc1 reads RAD54 inh: -3; EWS-Fli inh: -3; Xi reactivation: 0.0; esBAF inh: ·; FN deposit inh: ·; RAD52 anneal inh: -6; S100A4 MyoIIA: 12; E-selectin induc: -0.4

Next section:
SMILES	RAD54 inh	EWS-Fli inh	Xi reactivation	esBAF inh	FN deposit inh	RAD52 anneal inh	S100A4 MyoIIA	E-selectin induc
CC(C(=O)Nc1cc([N+](=O)[O-])ccc1Cl)N1CCN(c2ccccc2)CC1 (stereo unspecified)	·	0	0.0	4	-1	-7	-7	1.9
Cc1cccc(NC(=O)C2CCCN(S(=O)(=O)c3ccc4[nH]c(=O)ccc4c3)C2)c1 (stereo unspecified)	-2	6	0.3	2	9	-12	-5	-0.1
CN(C)CC#Cc1ccc([C@@H]2[C@@H](CO)N3CCCCN(S(=O)(=O)c4ccccc4)C[C@@H]23)cc1	7	-4	0.2	2	·	-5	1	0.8
CC(C)(C)c1ccc(NC(=O)N2CCCN(c3c(Cl)cncc3Cl)CC2)cc1	·	4	-0.1	1	-4	-4	-1	0.2
COC(=O)[C@@]1(Cc2ccc(F)cc2)[C@H]2c3cc(C(=O)N(C)C)n(Cc4ccccc4)c3C[C@H]2CN1C(=O)c1ccccc1	·	12	-0.1	·	-3	-17	-3	-0.2
C[C@@H]1CCCCO[C@H](CN(C)S(C)(=O)=O)[C@@H](C)CN([C@H](C)CO)C(=O)c2cc(NC(=O)c3ccncc3)ccc2O1	4	·	0.0	2	·	12	5	9.3
CN(C(=O)CSC1=NC2C(N=N1)c1cc(Br)ccc1N2C)C1CCCCC1 (stereo unspecified)	1	-7	0.1	-5	-2	0	-1	-1.8
Cc1noc(C)c1CCC(=O)N1CCCC(CCC(=O)NCc2ccccc2F)C1 (stereo unspecified)	·	1	0.0	·	2	-12	0	·
CC(C)CC(=O)Nc1ccc2oc(-c3ccncc3)nc2c1	0	·	·	67*	-6	·	-14	·
O=C(CN1C(=O)NC2(CCCC2)C1=O)Nc1ccc(C(F)(F)F)cc1	-5	2	0.2	-1	1	-8	-3	0.1
COc1ccc(NC(=O)Nc2ccc3c(c2)C(=O)N([C@H](C)CO)C[C@@H](C)[C@H](CN(C)C(=O)Cc2ccccc2)OCCCC[C@H](C)O3)cc1	-1	12	0.1	15	·	-1	4	0.1
O=C(O)C1C2CCC(O2)C1C(=O)Nc1ccc(Cl)cc1F (stereo unspecified)	-6	10	0.0	-3	0	-1	-2	·

Rows were taken by chance, and some 3% of all compounds hit somewhere here.
